# High-throughput results: PubChem, Broad Institute
# CD40 NFkB inh: inhibitors of CD40-induced NF-kB signaling, primary screen, BL2 cells, luciferase reporter, single point; AID 1053188, 2014; inhibition, % at 10 µM; 83,000 tested, 0.94% active; CD40L-induced, 4 h;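 active = mean inhibition of at least 50% with a set share of replicates also reaching that level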;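 also: 0% = neutral control wells and 100% = IKK inhibitor VII at 50 µM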
# An asterisk follows results filed as active; [ ] = another dose, or the depositor's remark.
CD40 NFkB inh,compound
1.8,COc1ccc(CN(CC2CCCO2)C(=O)c2cc3ccccc3oc2=O)cc1 (stereo not given)
-1.1,Cc1c(C(=O)N(Cc2nccn2C)C(C)C)oc2c(F)cccc12
7.7,COc1ccc(-c2ccccc2NC(=O)C2CCCN(Cc3ccco3)C2)cc1 (stereo not given)
6.0,CC1CCCCN1C(=O)Cn1c(=O)n(C2CCCCC2)c(=O)c2ccccc21 (stereo not given)
-4.7[25 µM],O=C(O)CCc1c(C(=O)O)[nH]c2cc(Cl)cc(Cl)c12
-18.9,COC(=O)c1ccc(COc2ccc(/C=N/O)cc2)o1
7.5,Nn1c(SCc2ccc(Br)cc2)nnc1-c1ccncc1
-59.5,COc1cccc(N=CNc2cccc(OC)c2)c1
7.2,CCOC(=O)c1cnc2c([N+](=O)[O-])cnn2c1C
26.9,COc1ccc(NCC(=O)Nc2cccc(C(F)(F)F)c2)cc1S(=O)(=O)N1CCOCC1
3.1,O=C(NCc1ccncc1)C1CCC(=O)N(CCc2ccc(Cl)cc2)C1 (stereo not given)
23.9,O=C(C1CCCC1)N1CC(=O)N2[C@H](C1)[C@H](c1ccc(C#CCc3ccccc3)cc1)[C@@H]2CO
47.2[25 µM],C[C@H](CO)N1C[C@H](C)[C@@H](CN(C)S(=O)(=O)c2ccc(Cl)cc2)Oc2c(NC(=O)Nc3ccc(F)cc3)cccc2C1=O
-1.1,CCCCn1c(CCC(=O)O)ccc1-c1cccs1
-73.3,O=c1c2oc3nc4c(cc3c2ncn1CCCc1ccccc1)CCCC4
13.0[25 µM],O=C(NCC[C@@H]1CC[C@@H](NS(=O)(=O)c2ccc(F)cc2)[C@@H](CO)O1)c1ccc2c(c1)OCO2
-3.9[25 µM],COc1ccccc1CN(C)C[C@H]1OCc2ccccc2-c2c(n(C)c3ccccc23)C(=O)N([C@H](C)CO)C[C@H]1C
-12.0[25 µM],O=C(NC1CCC1)[C@H]1[C@H](CO)[C@H]2Cn3c(ccc(-c4ccncc4)c3=O)[C@@H]1N2Cc1cocn1
22.3,COCCCN=C1NN=C(c2cc(C)n(-c3ccccc3F)c2C)CS1
0.6,CN(CCc1ccccn1)C(=O)c1nn2c(C(F)(F)F)cc(-c3ccco3)nc2c1Cl
1.2[25 µM],C[C@H]1CN([C@@H](C)CO)C(=O)c2cccc(NC(=O)Nc3ccc(F)cc3)c2O[C@@H]1CN(C)S(=O)(=O)c1ccc(Cl)cc1
16.8[25 µM],C[C@H]1CN([C@@H](C)CO)C(=O)c2cc(NS(=O)(=O)c3ccc(Cl)cc3)ccc2O[C@H]1CN(C)CC1CCCCC1
-0.7,Cc1onc(-c2ccccc2Cl)c1C(=O)NCc1cccnc1
6.2[25 µM],CCCNC(=O)N(C)C[C@H]1Oc2ncc(C#CC3CCCCC3)cc2C(=O)N([C@H](C)CO)C[C@@H]1C
7.6,CCOC(=O)Cc1c(C)nc2cc(C)nn2c1C
-15.5[25 µM],CCC(=O)N(C)C[C@H]1Oc2ncc(C#Cc3ccccc3OC)cc2C(=O)N([C@@H](C)CO)C[C@@H]1C
-11.9[25 µM],C[C@@H](NC(=O)N(C)C[C@@H]1OCc2ccccc2-c2ccccc2C(=O)N([C@@H](C)CO)C[C@@H]1C)c1ccccc1
2.8,CCOC(=O)C1C(=O)OC(C)(C)C1C(C)C(=O)c1ccc(C)cc1C (stereo not given)
3.2,Cc1ccccc1NC(=O)CN1C(=O)CSc2ccccc21
4.4,CCN(C(=O)COC(=O)CCC(=O)c1cccs1)c1ccccc1

# Looked up above:
# `COc1ccc(-c2ccccc2NC(=O)C2CCCN(Cc3ccco3)C2)cc1` (stereo not given) | CD40 NFkB inh = 7.7
# `CCC(=O)N(C)C[C@H]1Oc2ncc(C#Cc3ccccc3OC)cc2C(=O)N([C@@H](C)CO)C[C@@H]1C` | CD40 NFkB inh = -15.5[25 µM]

# A draw from above in order of SMILES length, descending:
CD40 NFkB inh,compound
23.9,O=C(C1CCCC1)N1CC(=O)N2[C@H](C1)[C@H](c1ccc(C#CCc3ccccc3)cc1)[C@@H]2CO
0.6,CN(CCc1ccccn1)C(=O)c1nn2c(C(F)(F)F)cc(-c3ccco3)nc2c1Cl
2.8,CCOC(=O)C1C(=O)OC(C)(C)C1C(C)C(=O)c1ccc(C)cc1C (stereo not given)
22.3,COCCCN=C1NN=C(c2cc(C)n(-c3ccccc3F)c2C)CS1
4.4,CCN(C(=O)COC(=O)CCC(=O)c1cccs1)c1ccccc1
-59.5,COc1cccc(N=CNc2cccc(OC)c2)c1

# An excerpt from further up, for reference:
CD40 NFkB inh,compound
1.8,COc1ccc(CN(CC2CCCO2)C(=O)c2cc3ccccc3oc2=O)cc1 (stereo not given)
-1.1,Cc1c(C(=O)N(Cc2nccn2C)C(C)C)oc2c(F)cccc12

# Returning to the listing with the 2 entries that preceded the break.
CD40 NFkB inh,compound
3.2,Cc1ccccc1NC(=O)CN1C(=O)CSc2ccccc21
4.4,CCN(C(=O)COC(=O)CCC(=O)c1cccs1)c1ccccc1
-6.1,CN1CCN(C(=S)NC(=O)/C=C/c2cccc3ccccc23)CC1
0.1,C1CCN(c2nc3nonc3nc2N2CCCCC2)CC1
2.9,COc1ccc(C(CNC(=O)C(CC(C)C)NS(=O)(=O)c2ccc(C)cc2)N2CCOCC2)cc1 (stereo not given)
-22.9,COc1cccc(-c2ccc(NC(=O)C3CCCN(Cc4nccn4C)C3)cc2)c1 (stereo not given)
3.8,CN(Cc1nccn1C)C(=O)c1ccc(OC2CCN(CCc3ccccc3)CC2)cc1
-2.0,CCCN(CC(=O)Nc1ccccc1C)C(=O)C1CC(=O)N(Cc2ccccc2)C1 (stereo not given)
7.8[25 µM],O=C(Nc1cccc(Cl)c1)N1C[C@H]2[C@@H](c3ccccc31)[C@H](CO)N2Cc1cccnc1
15.4,Cc1c(NC(=O)COC(=O)c2cccn2C)c(=O)n(-c2ccccc2)n1C
-2.8,CCCCN(C)C(=O)c1nc2ccccn2c1CN1CCN(c2ccccn2)CC1
17.9,CCC(=O)N1CCCc2cc(S(=O)(=O)N3CCCc4ccccc43)ccc21
-20.7,CCOC(=O)c1c(C)[nH]c(C2=NNC(=Nc3ccccc3)SC2)c1C
8.5,O=C(Cc1ccc(F)cc1)NC1CCCC1
-1.4,CCCNC(=O)NS(=O)(=O)c1ccc(Cl)cc1
13.7,CC(C)(C)NC(=O)NC(=O)COc1ccc(Br)cc1Br
35.9[25 µM],COc1cccc(-c2ccc3c(c2)O[C@@H](CN(C)C(=O)C2CCCCC2)[C@@H](C)CN([C@H](C)CO)S3(=O)=O)c1
-16.9,NC(=O)c1cc(-c2ccccc2)sc1NC(=O)CN1CCCCC1
9.0,CC(C(=O)c1c[nH]c(C(=O)N=CN(C)C)c1)c1ncc(C(F)(F)F)cc1Cl (stereo not given)
-5.8[25 µM],COc1ccccc1-c1ccc2n(c1=O)C[C@@H]1[C@@H](CO)[C@H](C(=O)N(C)C)[C@H]2N1C(=O)c1cccnc1
-3.8,O=C(Cc1cn2ccsc2n1)Nc1nc2c(s1)CN(Cc1ccccc1)CC2
2.8,CSc1nc2ncc(C(=O)O)c(N)n2n1
4.4,COc1ccc(C)cc1N(CC(=O)N1CCc2ccccc2C1)S(C)(=O)=O
1.4,CCCCNC(=O)Nc1c(C(=O)OCC)[nH]c2ccccc12
-57.9,O=C(CSc1ccccc1F)Nc1ccc2c(c1)OCO2
-10.7[25 µM],O=C(C1CCOCC1)N1CC(=O)N2[C@H](CO)[C@H](c3ccc(C#CCc4ccccc4)cc3)[C@@H]2C1
13.9,COc1ccc(NC(=O)Nc2ccc3c(c2)C(=O)N([C@H](C)CO)C[C@@H](C)[C@H](CN(C)Cc2ccc(C(F)(F)F)cc2)OCCCC[C@@H](C)O3)cc1
7.6,CCCNC(=O)c1ccc2snnc2c1
1.7,c1cncc(CNc2ncnc3sccc23)c1
-49.5,CCCCC(=O)Nc1cc(C(=O)NCCc2ccccc2)ccc1Cl
1.8[25 µM],COc1ccc(NC(=O)N(C)C[C@H]2OCc3ccccc3-c3c(n(C)c4ccccc34)C(=O)N([C@H](C)CO)C[C@H]2C)c(OC)c1
5.2,CCOc1ccccc1NC(=O)CSc1nnc(-c2cccnc2)o1

# More compounds.
CD40 NFkB inh,compound
75.4*,c1ccc(-c2noc(-c3ccc4c(c3)OCO4)n2)nc1
4.0,Cc1n[nH]c(=O)c2ccccc12
0.4,CN(Cc1ccc(F)cc1)C(=O)c1ccc(NS(=O)(=O)c2ccccc2)cc1
3.7,COc1ccc(NC(C)=O)cc1NS(=O)(=O)c1ccc2c(c1)OCCO2
17.5,CCc1ccc(OCc2n[nH]c(=S)n2C(C)CCCC(C)C)cc1 (stereo not given)
-2.9,O=C(c1cc2ccccc2o1)N1CCN(Cc2ccc3c(c2)OCO3)CC1
19.0[25 µM],O=C(Nc1ccccc1F)N1CC(=O)N2[C@H](CO)[C@@H](c3ccc(-c4cccnc4)cc3)[C@H]2C1
3.4,O=C(NCc1cccnc1)c1cc(C(=O)C2CC2)c[nH]1
4.4,O=S(=O)(Nc1ccc(N2CCOCC2)cc1)c1ccc2ccccc2c1
12.3,O=C1C2C3C=CC(C3)C2S(=O)(=O)C2C3C=CC(C3)C12 (stereo not given)
-3.1[25 µM],C[C@@H]1CN([C@@H](C)CO)C(=O)c2c(c3ccccc3n2C)-c2ccccc2CO[C@@H]1CN(C)Cc1ccc2c(c1)OCO2
3.1,Cc1cc(NC(=O)Nc2cccc3ccccc23)no1
3.4,C[C@H](CO)N1C[C@H](C)[C@@H](CN(C)C(=O)Nc2cccc(F)c2)OCc2ccccc2-c2c(n(C)c3ccccc23)C1=O
-7.8[25 µM],CN(C)C(=O)c1ccc(-c2ccccc2[C@H]2[C@H](C#N)N(C(=O)C3CCC3)[C@H]2CO)cc1
-15.2[25 µM],Cc1ccc(S(=O)(=O)Nc2ccc3c(c2)C(=O)N([C@@H](C)CO)C[C@H](C)[C@@H](CN(C)S(=O)(=O)c2cccs2)OCCCC[C@@H](C)O3)cc1
-0.6,O=C(CNC(=O)c1cc(S(=O)(=O)N2CCCCC2)ccc1N1CCOCC1)Nc1ccc(F)c(F)c1
6.7,O=C1CC2CS(=O)(=O)CC2N1c1ccc(Cl)cc1Cl (stereo not given)
0.9,CC(C)(C)NS(=O)(=O)c1ccc(-c2csnn2)s1
-61.8,CC(C)C(=O)N1CCC1(C)C(=O)Nc1cc(-c2ccccc2)nn1C (stereo not given)
-8.0,O=C(CCNC(=O)c1ccc(Br)cc1)Nc1cc(Cl)ccc1-n1cncn1
-39.6,CCCCC(=O)Nc1nc2ccc(C(=O)OC)cc2s1
-5.1,O=C(Nc1ccccc1N1CCCC1)c1ccc2c(c1)OCO2
5.8,COCc1cc(C)nc(OCC(=O)N/N=C/c2ccco2)c1C#N
1.1[25 µM],C[C@@H]1CN([C@@H](C)CO)C(=O)c2ccccc2-c2ccccc2CO[C@@H]1CN(C)S(=O)(=O)c1cn(C)cn1
1.4,CN(C)c1ccc(CC(=O)N2CCCCC2c2cc(C(=O)Nc3cccc4c3CCCC4)no2)cc1 (stereo not given)
4.3,O=C(NC1CCCCC1)c1cccc(Cn2cc(Cl)cn2)c1
-2.5,CN1CCN(C(=O)C[C@@H]2CC[C@H]3[C@H](COc4ccc(NC(=O)C5CCC5)cc4C(=O)N3C)O2)CC1
-6.0,C/C(=N\NC(=O)c1cccc(C)c1)c1cccc(NC(=O)c2ccco2)c1
-17.5,COc1ccccc1C(=O)NCCC(=O)NNC(=O)c1ccccc1O
9.7,Cc1ccccc1OCCSCc1nc2ccccc2[nH]1

# Next results.
CD40 NFkB inh,compound
-1.8,CCCN(C(=O)Cc1csc(-c2ccccc2)n1)C1CCS(=O)(=O)C1 (stereo not given)
-30.8,O=C(Oc1ccc(-c2nnco2)cc1)N1CCCCC1
15.7,NC(=O)COc1cccc2cccnc12
2.4,CC1CN(S(=O)(=O)c2cccc(C(=O)N3CCC(C(N)=O)CC3)c2)CC(C)O1 (stereo not given)
6.1,COc1cccc(N2CCN(CC(=O)NC(=O)NC3CCCCC3)CC2)c1
-6.6,FC(F)(F)c1cnc(Oc2ccccc2-c2nnco2)c(Cl)c1
4.0,CCCS(=O)(=O)N1CCC(C(=O)NCCC(C)C)CC1
0.9,COc1ccccc1CNC(=O)CN1C(=O)NC2(CCCc3sccc32)C1=O (stereo not given)
13.6,CO[C@H](CN(C)S(=O)(=O)c1cccc(Cl)c1)[C@H](C)CN([C@@H](C)CO)S(=O)(=O)c1ccc(Cl)cc1
-2.8,CC1(C(=O)N2CCC(CO)(Cc3cccc(C(F)(F)F)c3)CC2)CC1
22.7,COc1cc(/C=C2/NC(=O)N(CC(=O)Nc3ccc(C)cc3)C2=O)ccc1Oc1ccc([N+](=O)[O-])cn1
-3.6,CC1(C)COCN1C(=O)c1ccc(C#N)cc1
30.8,CCN(Cc1ccccc1)S(=O)(=O)c1ccc(C(=O)N(CCCN(C)C)c2nc3cc(C)cc(C)c3s2)cc1
-5.5[25 µM],CO[C@H](CN(C)Cc1ccc(-c2ccccn2)cc1)[C@@H](C)CN(C(=O)Nc1ccc(F)cc1)[C@@H](C)CO
5.8[25 µM],O=C(CN1CCOCC1)N1CC(=O)N2[C@H](CO)[C@H](c3ccc(-c4cccc(F)c4)cc3)[C@@H]2C1
-11.4[25 µM],CO[C@@H](C(=O)N(C)C[C@H]1OCc2ccccc2-c2ccccc2C(=O)N([C@@H](C)CO)C[C@@H]1C)c1ccccc1
-1.2,COc1ccc(Cn2c3ccc(OC)cc3c3nc4ccccc4nc32)cc1
5.5,COc1ccc(NC(=O)c2cccnc2Sc2ccccc2)c(OC)c1
-6.8,O=C(COC(=O)c1ccc(O)cc1)Nc1ccc(N2CCCCC2)cc1
2.5[25 µM],O=C(c1ccccc1F)N1C[C@H]2[C@@H](c3ccccc31)[C@H](CO)N2Cc1ccc2c(c1)OCO2
20.8[25 µM],CCCNC(=O)N1CC(=O)N2[C@H](CO)[C@@H](c3ccc(C#CCC4CCCC4)cc3)[C@H]2C1
3.7,Cc1nn(-c2cc(C)c3ccccc3n2)c2c1C1C(C2)C1(C)C (stereo not given)
9.5,O=[N+]([O-])c1cc(C(F)(F)F)ccc1Cl

# A portion of the library; count on the stated rates, not on these rows.
